Screening data from PubChem.
HIF-2a block = inhibitors of HIF-2a. 786-0 RCC cells HIF-2a reporter, luciferase luminescence, overnight. inhibition, % at 18.8 µM. 360,000 compounds, 0.72% hits. AID 624352;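 active means inhibition of the luminescence signal of 40% or more relative to plate controls, in a single-dose primary screen at 18.75 µM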
KKLEB cytotox = reduces viability of KKLEB cystic fibrosis airway cells; KKLEB CF airway cells viability, ATPlite luminescence, overnight; active compounds read low; cells stimulated with P. aeruginosa culture filtrate; activity change (cytotoxicity), % at 5 µM; 360,000 compounds, 0.36% hits;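 active means corrected activity change at or below -50% at 5 µM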
CF NFkB block = inhibitors of cystic fibrosis induced NF-kB. KKLEB NF-kB-GFP reporter, PAF-induced, GFP fluorescence overnight. inhibition, % at 5 µM. 360,000 compounds, 0.86% hits. AID 588850;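 active means at least 50% inhibition at 5 µM, scaled per plate between neutral and stimulator controls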;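 further: PAF is a Pseudomonas aeruginosa culture filtrate used as stimulus; plate controls were PAF-stimulated DMSO wells for no effect and unstimulated DMSO wells for full effect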
Vif imaging = blocks HIV Vif function; 340,000 compounds, 0.35% hits; HEK293T cells, Vif self-association by quenched fluorescence, imaging, 24 h; inhibition, % at 7.49 µM; in the data active means inhibition above about 50%, passing the limit was not always enough; further: some results filed as inactive read as strong as hits
Shn3 inh set2 = inhibitors of Schnurri-3 3'UTR reporter in osteoblasts | Clone20 osteoblast Shn3 3'UTR firefly luciferase, 24 h | inhibition, % at 12.5 µM | 360,000 compounds, 0.52% hits | AID 588674;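 active means mean inhibition of at least 75% with every replicate also reaching 75%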;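 further: 0% = median of neutral control wells and 100% = pilot-screen positive control compound; some compounds past the cut are filed as inactive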
PDI inh = inhibitors of human protein disulfide isomerase; 350,000 compounds, 0.052% hits; P07237; PDI insulin aggregation turbidity, A650, 90 min; inhibition, % at 10 µM;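 active means mean inhibition across replicates of 30% or more, whatever share of single replicates reach that level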;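 further: absorbance from insulin aggregation driven by PDI reduction with DTT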
Target sequence (P07237 whole entry, looked up): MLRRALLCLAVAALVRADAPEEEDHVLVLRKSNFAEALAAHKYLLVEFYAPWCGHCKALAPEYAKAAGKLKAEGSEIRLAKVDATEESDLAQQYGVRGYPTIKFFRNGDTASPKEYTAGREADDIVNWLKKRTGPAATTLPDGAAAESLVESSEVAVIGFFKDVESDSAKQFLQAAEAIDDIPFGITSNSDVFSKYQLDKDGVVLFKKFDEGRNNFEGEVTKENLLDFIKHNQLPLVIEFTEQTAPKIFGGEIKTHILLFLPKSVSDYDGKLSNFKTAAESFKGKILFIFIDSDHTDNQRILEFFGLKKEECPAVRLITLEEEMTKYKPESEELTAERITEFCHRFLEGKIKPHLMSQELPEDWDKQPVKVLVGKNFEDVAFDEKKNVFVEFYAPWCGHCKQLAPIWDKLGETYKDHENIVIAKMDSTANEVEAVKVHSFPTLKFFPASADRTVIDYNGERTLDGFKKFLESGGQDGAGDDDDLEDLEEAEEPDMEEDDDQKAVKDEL
CaV13 ICDI inh = Primary screen for inhibitors of IQ motif and Ca2+-dependent inactivation inhibitor domain binding in CACNA1D, Förster resonance energy transfer in living cells, …. HEK cells, CFP/YFP FRET ICDI-IQ, plate reader, 10 min; percent FRET-ratio fall versus neutral wells. inhibition, % at 12.3 µM. 340,000 compounds, 0.098% hits;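 active means mean replicate inhibition of at least 30% and at least 1% of replicates passing that level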;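 further: 0% = median of the neutral control wells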
NR2E3 ag-1 = human photoreceptor-specific nuclear receptor agonism. Q9Y5X4. CHO-S Gal4-NCOR/VP16-NR2E3 two-hybrid, luciferase. inhibition of corepressor binding, % at 3.98 µM. 360,000 compounds, 0.35% hits. AID 602229;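 active means inhibition above the mean of all tested compounds plus 3 SD, cut at about 70% in these data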;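 further: 0% = DMSO with NR2E3 transfected cells and 100% = cells lacking NR2E3 construct; higher means lower luciferase signal from less NR2E3 corepressor binding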
Target sequence (Q9Y5X4 whole entry, looked up, the tested form may be a part): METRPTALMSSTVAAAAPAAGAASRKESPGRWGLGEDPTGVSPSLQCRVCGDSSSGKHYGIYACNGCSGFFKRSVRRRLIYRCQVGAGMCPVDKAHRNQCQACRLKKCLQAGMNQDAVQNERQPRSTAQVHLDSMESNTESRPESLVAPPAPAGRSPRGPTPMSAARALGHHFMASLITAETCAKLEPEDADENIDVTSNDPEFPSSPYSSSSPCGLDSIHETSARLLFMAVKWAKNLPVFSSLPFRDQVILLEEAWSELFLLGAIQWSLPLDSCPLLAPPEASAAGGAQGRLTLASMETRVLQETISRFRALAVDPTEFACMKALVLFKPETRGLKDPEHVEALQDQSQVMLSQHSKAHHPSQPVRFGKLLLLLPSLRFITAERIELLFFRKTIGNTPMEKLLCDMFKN
Peg3 prom inh = inhibitors of Peg3 promoter | inhibition, % at 20 µM | HeLa PEG-Prom luciferase reporter, luminescence, overnight | 360,000 compounds, 1.7% hits;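 active means inhibition of at least 50% at 20 µM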
TRPM1 prom inh = reduces MITF-dependent TRPM1 promoter luciferase signal | SK-MEL-5 TRPM1 promoter luciferase, 24 h | inhibition, % at 12.5 µM | 330,000 compounds, 0.83% hits | AID 488899;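 active means mean inhibition across replicates of 60% or more, whatever share of single replicates reaches that level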; further: values of inactives mirror those of a sister screen read the other way
NR2E3 ag-2 = NR2E3 (human) agonism; GST-NR2E3/biotin-RetCOR TR-FRET, 1536-well; inhibition of corepressor binding, % at 4.78 µM; 320,000 compounds, 0.12% hits; AID 2300;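 active means percent inhibition above the cutoff of mean plus 3 SD of all tested compounds, set per screening campaign, cut at about 20% in these data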;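 further: 0% = DMSO wells and 100% = biotin wells as full block of FRET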
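System: GST-NR2E3 and biotin-RetCOR proteins; probe or stimulus: 7 nM biotin-RetCOR; doses: compound at 4.8 µM, single dose; schedule: Compound–protein incubation for 5 h at 4 °C; detection: time-resolved FRET; read-out: percent inhibition; controls: biotin wells as high control, 0.6% DMSO wells as low control; format: 1536-well plates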
* hit, by the source's call; / = no result given.

Values run as follows: HIF-2a block, KKLEB cytotox, CF NFkB block, Vif imaging, Shn3 inh set2, PDI inh, CaV13 ICDI inh, NR2E3 ag-1, Peg3 prom inh, TRPM1 prom inh, NR2E3 ag-2
CCN1CCN(CCc2nc3cc(NC(=O)COc4ccc(Cl)cc4)ccc3n2C)CC1
  0.3, 1.1, 4.9, 4.3, -6.7, -0.4, -16.4, -49.7, 15.8, -0.4, 1.9
COc1ccc(C(=O)CCC(C)(C)[N+](=O)[O-])cc1OC
  -2.5, 3.0, -0.2, 3.0, -6.8, 6.7, /, -10.4, 4.8, -6.5, 3.9
Cc1cc(NC(=O)c2ccc(NC(=O)c3cccs3)cc2)no1
  -45.9, 1.5, 6.4, -3.3, -23.5, 6.0, -9.8, -40.9, -39.4, -12.2, 0.6
Cc1cccc2sc(N(CCN3CCOCC3)C(=O)CCS(=O)(=O)c3ccccc3)nc12
  -26.8, -14.1, 25.5, -3.2, -11.8, 1.7, -7.1, -35.4, 1.1, 2.0, -1.4
COc1ccc(NC(=S)NC(C)C(c2ccccc2)N2CCOCC2)cc1 (configuration not stated)
  6.5, 6.4, 12.9, -17.4, 1.6, 0.3, 8.5, 21.3, 9.8, -7.9, -0.7
COc1cc(C(=O)N/N=C/C2CC=CCC2)cc(OC)c1OC (configuration not stated)
  16.5, 3.4, 0.0, 2.1, 3.1, 10.3, -4.6, 26.4, 3.4, -4.7, -1.3
CC(=O)OCC(OC(C)=O)C(OC(C)=O)C(OC(C)=O)C(=O)Nc1ccc(C)cc1 (configuration not stated)
  2.4, -2.5, 8.1, -1.5, 2.8, -7.2, -3.6, 1.1, 19.7, -1.0, -2.6
CCC1=NN(C(=O)c2ccc(Cl)cc2)C(O)(c2ccccc2)C1 (configuration not stated)
  20.6, -5.0, -5.7, -4.0, -17.8, 0.6, -2.1, -1.3, 5.0, -3.0, 3.2
COc1ccc(S(=O)(=O)Oc2ccc(C(=S)N3CCOCC3)cc2OC)cc1
  15.3, 5.6, 12.8, 2.6, 14.7, -1.6, -20.8, 21.0, 0.8, 8.2, 4.9
CCOCCCNC(=O)C1(O)c2cc(Br)ccc2NC(=O)N1c1ccc(OCC)cc1 (configuration not stated)
  12.4, 2.8, -5.7, 3.1, -5.1, 5.1, -5.2, -0.7, 8.6, 2.4, -0.5
Oc1ccccc1C1NN=C(c2ccccc2)S1 (configuration not stated)
  -146.2, -16.1, 9.2, -11.5, -35.7, -3.0, -21.1, -111.4, -182.3, -9.8, 0.4
CSc1ccccc1C(=O)Nc1c(C)cccc1C
  13.3, 15.5, -35.2, -3.1, 0.3, -1.5, 1.7, 19.6, 6.9, 7.2, 1.5
CC1CCc2cc(F)ccc2N1C(=O)c1cccs1 (configuration not stated)
  19.3, 7.9, -33.1, 6.6, -10.1, 1.4, -6.4, -15.5, -0.7, 7.3, 3.0
CC(C)C[C@H](NC(=O)c1[nH]cnc1C(=O)Nc1ccccc1F)C(=O)OC(C)(C)C
  26.7, -19.4, 13.3, -5.2, 11.3, -1.4, -5.1, -17.3, 16.1, /, /
COc1ccc(Nc2nc(C(=O)N3CCc4cc(OC)c(OC)cc4C3)cs2)cc1
  6.1, -9.4, 33.6, -2.3, 15.5, 5.0, -8.8, -8.4, 32.5, -0.4, 1.6
Clc1ccc(Cl)c(-c2nn3c(Cn4cnc5ccccc54)nnc3s2)c1
  -8.0, -8.4, 17.4, /, 3.1, -5.6, -8.5, 6.7, 28.8, -5.6, 3.1
O=C(O)c1ccc(CSCc2ccccc2Cl)o1
  7.8, 4.9, 6.8, -10.0, 5.2, 8.6, -3.7, -38.1, -8.2, -0.3, 1.9
COc1cccc(C(=O)NC(c2ccccc2)C2CCCC2)c1 (configuration not stated)
  -1.4, 0.7, -11.5, -3.2, 4.2, 4.4, -1.0, -22.1, 3.4, 2.4, 2.1
COc1cccc(-n2c(SCC(N)=O)nnc2-c2ccncc2)c1
  20.1, -6.8, -3.9, 4.7, -13.2, 5.5, /, -15.4, 10.6, 9.1, 1.4
C=CCN1C(=O)C2C3CC(=O)C(c4ccccc43)C2C1=O (configuration not stated)
  5.5, 6.0, -12.5, -2.6, -7.5, -1.8, -3.6, -26.1, -11.4, 1.2, 3.3

Remaining list, next part.
Values run as follows: HIF-2a block, KKLEB cytotox, CF NFkB block, Vif imaging, Shn3 inh set2, PDI inh, CaV13 ICDI inh, NR2E3 ag-1, Peg3 prom inh, TRPM1 prom inh, NR2E3 ag-2
Cc1cc(C)c(S(=O)(=O)N2CCCC2=O)c(C)c1N(C)S(C)(=O)=O
  14.3, -14.0, -1.7, -0.6, -4.7, -3.5, -9.3, 6.4, 17.9, 4.6, /
CCSc1nnc(CSc2ncccn2)n1C
  9.0, -0.1, 17.1, 8.0, -17.1, 5.1, 5.5, -23.8, 1.8, 1.8, 3.3
CCCCN(C)S(=O)(=O)c1ccc(C(=O)Nc2nnc(C3=COCCO3)o2)cc1
  16.7, -19.7, -20.5, 3.1, -5.2, 4.4, -4.1, -9.5, 28.0, 8.8, -4.4
Nc1nonc1-n1nncc1-c1ccccc1
  10.1, 1.0, -3.2, -3.2, 5.5, 3.7, /, -12.4, -6.2, -4.5, -0.7
Cc1nc2ccc(C(=O)Nc3cccc(OCC(=O)N(C)C)c3)cn2c1N(C)CC1CCCCC1
  -30.3, -21.8, 13.3, -13.4, 43.5, -7.1, -4.5, -5.8, 33.3, /, /
CC(C)c1ccc(N(C(=O)c2csnn2)C(C(=O)NC2CCCC2)c2cccnc2)cc1 (configuration not stated)
  1.1, -2.5, 20.0, 34.9, 13.6, 9.0, -19.2, -25.1, 12.4, 4.2, -3.9
CCc1cc2c(NCCN3CCCCC3)ncnc2s1
  21.0, 9.2, -12.7, -3.2, 1.3, -5.5, -3.9, 6.9, 38.6, -3.0, -0.2
CCN1C(=O)C(C)C=C(C)C=C1C (configuration not stated)
  8.1, 3.2, 16.1, /, -35.6, -1.7, -10.0, -5.9, -3.4, /, /
COc1ccccc1NS(=O)(=O)c1ccc2c(c1)CCN2C(=O)CCC(=O)O
  8.7, -11.0, 9.2, -0.6, -6.7, 2.4, -4.9, -15.1, 2.9, -1.6, -0.5
Cc1ccc(NC(=S)N2CCC(C(N)=O)(N3CCCCC3)CC2)c(C)c1
  14.2, 7.4, -15.4, 2.6, 3.7, -2.9, -0.7, 13.6, 8.3, -10.9, 1.8
CC(OC(=O)/C=C/c1ccccc1)C(=O)N1CCc2ccccc21 (configuration not stated)
  -13.0, 5.3, 9.1, -2.7, 4.1, 1.4, -3.6, 13.8, 4.3, -18.5, 3.9
CCOc1ccc(N2C(=O)CSC2c2ccncc2)cc1 (configuration not stated)
  1.2, -11.1, 15.7, 2.3, -13.3, -1.8, -4.4, -10.1, 10.8, -5.1, -4.7
COc1ccc(OC)c2sc(N(CCCN(C)C)C(=O)CCS(=O)(=O)c3ccccc3)nc12
  45.0*, -29.9, 85.8*, 8.2, 18.7, 2.0, -5.9, 0.1, 108.8*, 21.3, -0.7
CC(C)c1ccc(NC(=O)CCNS(=O)(=O)c2ccc3[nH]c(=O)oc3c2)cc1
  18.9, -3.6, 3.1, -5.1, -17.4, -10.4, -3.3, 5.5, 5.5, 15.6, 3.7
CCc1cc(-c2n[nH]c(=S)n2CC)cs1
  -4.5, 2.2, -3.7, 5.2, 16.8, 18.7, -5.8, -26.2, 45.4, 0.1, -0.9
CN(CC(=O)Nc1ccccc1Br)C(=O)COc1ccc2ccccc2c1
  -11.1, 15.0, -29.2, -3.0, -5.0, -7.0, -5.9, 20.1, -1.3, 16.3, 0.3
Cc1ccccc1CSCC(=O)NC1CCCC1
  -53.7, 7.9, 5.9, -0.7, -21.6, 14.8, /, -47.0, -38.2, -33.8, 3.2
COc1cc(NC(=O)c2ccc(C)cc2C)ccc1NC(=O)c1cc2ccccc2o1
  -8.1, -7.1, -5.8, 29.1, 24.4, -3.9, -36.3, -23.5, 20.4, 7.2, -1.5
CCC(C)(C)c1ccc(OCCN2C(=O)NC(C)(C)C2=O)cc1
  8.0, 7.4, 0.1, -3.0, 5.9, 5.1, -4.6, 22.6, 6.7, -9.7, -1.5
COc1ccc(-c2noc(CCC(=O)N3CCN(Cc4ccccc4)CC3)n2)cc1
  -22.4, 7.1, -6.4, /, 10.1, -6.4, -1.2, -21.0, 6.5, -15.0, -4.4

(more compounds)
Values run as follows: HIF-2a block, KKLEB cytotox, CF NFkB block, Vif imaging, Shn3 inh set2, PDI inh, CaV13 ICDI inh, NR2E3 ag-1, Peg3 prom inh, TRPM1 prom inh, NR2E3 ag-2
O=c1[nH]c2c(c(=O)[nH]1)CCC2
  9.3, -16.0, 17.9, -3.6, -5.6, -2.4, 2.1, 6.9, 7.6, 6.8, -2.6
CC(=O)Nc1ccc(Nc2nc(C)c([N+](=O)[O-])c(N(C)c3ccccc3)n2)cc1
  80.6*, -6.2, 0.6, -24.2, 45.2, 1.9, 6.4, 12.0, 29.4, 5.8, 1.4
Nc1c(-c2ccccc2)cnn1-c1ccccc1
  -221.9, 1.7, -3.4, -12.5, -31.8, 16.4, -4.8, -85.8, -275.2, -79.4, 3.0
O=C(NNC1CCN(Cc2ccccc2)CC1)c1ccccc1
  -0.7, 19.4, -20.5, 13.8, 0.0, -2.7, -10.3, -28.7, 8.1, -0.1, /
Cc1ccc(S(=O)(=O)NN=Cc2ccccc2Cl)cc1
  9.8, 9.9, -17.7, 9.1, -5.9, -2.1, -6.1, -16.1, 15.6, /, /
O=C(CCN1CCc2ccccc2C1)Nc1ccc(F)cc1
  -42.6, 6.0, 0.7, -9.5, 10.3, -8.6, -4.4, -16.4, -5.1, 4.9, 2.4

Whole records, looked up by structure. Screens in order: HIF-2a block, KKLEB cytotox, CF NFkB block, Vif imaging, Shn3 inh set2, PDI inh, CaV13 ICDI inh, NR2E3 ag-1, Peg3 prom inh, TRPM1 prom inh, NR2E3 ag-2
`Cc1ccc(S(=O)(=O)NN=Cc2ccccc2Cl)cc1` is listed as 9.8, 9.9, -17.7, 9.1, -5.9, -2.1, -6.1, -16.1, 15.6, /, /
`O=C(NNC1CCN(Cc2ccccc2)CC1)c1ccccc1` is listed as -0.7, 19.4, -20.5, 13.8, 0.0, -2.7, -10.3, -28.7, 8.1, -0.1, /
